Growth percent in the NCI-60 one-dose screen (48 h, 10 µM unless noted): 100 = growth as untreated, 0 = no growth, -100 = all killed.
NCI-H322M = NCI-H322M lung cancer; 80,000 compounds, 2.7% hits; AID 1794733
HCT-116 = HCT-116 colon cancer; AID 1794798; 82,000 compounds, 7.3% hits
NCI-H23 = NCI-H23 lung cancer | 80,000 compounds, 4% hits
COLO 205 = COLO 205 colon cancer; 79,000 compounds, 7.3% hits; AID 1794742
HCT-15 = HCT-15 colon cancer; 82,000 compounds, 5.2% hits; AID 1794746
NCI-H460 = NCI-H460 lung cancer | 82,000 compounds, 6.8% hits
NCI-H226 = NCI-H226 lung cancer; 79,000 compounds, 3.5% hits; AID 1794732
NCI/ADR-RES = NCI/ADR-RES ovarian cells; 81,000 compounds, 4.4% hits
NCI-H522 = NCI-H522 lung cancer | 78,000 compounds, 8% hits
An asterisk follows results filed as active; x = not tested or not shown. The calls were made as follows: active = growth percent below 10; inactive = the rest.

Screens by letter: A = NCI-H322M; B = HCT-116; C = NCI-H23; D = COLO 205; E = HCT-15; F = NCI-H460; G = NCI-H226; H = NCI/ADR-RES; I = NCI-H522
#1 O=C(NCc1cccnc1)/C(=C\c1ccc(Br)cc1)S(=O)(=O)c1ccccc1
  A = 1.9*; B = -76*; C = -44*; D = -84*; E = -33*; F = -30*; G = 7.5*; H = 2.6*; I = -71*

#2 NS(=O)(=O)c1ccc(NC(=S)Nc2ccc(S(=O)(=O)Nc3nccs3)cc2)cc1
  A = 111; B = 101; C = 103; D = 110; E = 100; F = 105; G = 95; H = 105; I = x

#3 COc1cc(-c2nnc(CNc3ccc(F)c(Cl)c3)o2)ccc1O
  A = 97; B = 109; C = 95; D = 110; E = 112; F = 113; G = x; H = 102; I = 66

#4 CCOC(=O)Nc1cccc([N+](=O)[O-])c1
  A = 110; B = 98; C = 96; D = 106; E = 93; F = 102; G = 92; H = 96; I = 86

#5 CCn1cc(-c2cnc3nonc3n2)cn1
  A = 90; B = 93; C = 92; D = 117; E = 90; F = 102; G = 84; H = 108; I = 86

#6 CCOC(=O)c1cnn(CC(O)CC)c1NC(=O)NCc1cccc(C(F)(F)F)c1 (stereo unspecified)
  A = 92; B = 73; C = 98; D = 103; E = 99; F = 105; G = 104; H = 97; I = 63

#7 O=C(O)c1cn(C2CC2)c2cc(N3CCN(C(=O)/C=C/c4ccc(Cl)cc4)CC3)c(F)cc2c1=O
  A = 72; B = 75; C = 87; D = 99; E = 52; F = 59; G = 91; H = 86; I = 75

#8 Oc1c(Br)cc(Br)c2ccc(Cn3cc(-c4ccccc4C(F)(F)F)nn3)nc12
  A = 104; B = 49; C = 106; D = 96; E = 63; F = 101; G = 99; H = 105; I = 25

#9 O=c1c(-c2nc(=S)[nH][nH]2)cnc2nc[nH]n12
  A = 89; B = 112; C = 96; D = 108; E = 99; F = 103; G = 99; H = 97; I = 91

#10 C=CCn1c(C)nc2ccc(Nc3nc(Nc4ccc(F)cc4)nc4ccccc34)cc21
  A = 85; B = 27; C = 56; D = 44; E = 34; F = 63; G = 85; H = 38; I = 58

#11 CCOC(=O)CC1=CCc2c1ccc(OC)c2OC
  A = x; B = 104; C = 96; D = 122; E = 99; F = 112; G = x; H = 103; I = 83

#12 Oc1ccccc1/C=N\c1nccs1
  A = 99; B = 105; C = 108; D = 110; E = 103; F = 107; G = 91; H = 112; I = 87

#13 Cc1cc(Cc2ccc(N=C=O)c(C)c2)ccc1N=C=O
  A = 111; B = 109; C = 103; D = 117; E = 113; F = 105; G = 95; H = 106; I = 95

#14 Cc1ccc(/C=C2\C(=O)N(C)c3ccc(-c4ccccc4)cc32)s1
  A = 81; B = 88; C = 82; D = 108; E = 76; F = 85; G = 58; H = 82; I = 78

#15 CCCCN(CCCC)CCCCOC
  A = 110; B = 102; C = 110; D = 115; E = 112; F = 116; G = 113; H = 102; I = 103

Record cards, from the list above.
Oc1ccccc1/C=N\c1nccs1 in the list: NCI-H322M = 99; HCT-116 = 105; NCI-H23 = 108; COLO 205 = 110; HCT-15 = 103; NCI-H460 = 107; NCI-H226 = 91; NCI/ADR-RES = 112; NCI-H522 = 87
Cc1cc(Cc2ccc(N=C=O)c(C)c2)ccc1N=C=O in the list: NCI-H322M = 111; HCT-116 = 109; NCI-H23 = 103; COLO 205 = 117; HCT-15 = 113; NCI-H460 = 105; NCI-H226 = 95; NCI/ADR-RES = 106; NCI-H522 = 95
O=C(NCc1cccnc1)/C(=C\c1ccc(Br)cc1)S(=O)(=O)c1ccccc1 in the list: NCI-H322M = 1.9*; HCT-116 = -76*; NCI-H23 = -44*; COLO 205 = -84*; HCT-15 = -33*; NCI-H460 = -30*; NCI-H226 = 7.5*; NCI/ADR-RES = 2.6*; NCI-H522 = -71*

(next part)
Screens by letter: A = NCI-H322M; B = HCT-116; C = NCI-H23; D = COLO 205; E = HCT-15; F = NCI-H460; G = NCI-H226; H = NCI/ADR-RES; I = NCI-H522
#16 O=C(Nn1c2c(sc1=Nc1ccccc1)C(=O)c1ccccc1C2=O)c1cc2ccc1CCc1ccc(cc1)CC2
  A = 100; B = 61; C = 31; D = 102; E = 51; F = 72; G = 51; H = 70; I = 68

#17 C/C(=N\Nc1ccc(C(=O)O)cc1)c1cnn(-c2cc(=O)[nH]c3ccccc23)c1C
  A = 96; B = 102; C = 93; D = 113; E = 101; F = 106; G = 89; H = 97; I = 86

#18 NC(=Nc1ccccc1)SCc1ccc([N+](=O)[O-])cc1
  A = 96; B = 97; C = 111; D = 102; E = 87; F = 96; G = 97; H = 105; I = x

#19 CCOC(=O)N/N=C/c1ccccc1
  A = 111; B = 96; C = 97; D = 100; E = 100; F = 101; G = 105; H = 102; I = 86

#20 COC(=O)[C@H](Cc1ccccc1)NC(=O)[C@@H](CC(C)C)N1CC=CCN(Cc2ccccc2)S1(=O)=O
  A = 109; B = 94; C = 97; D = 113; E = 98; F = 106; G = x; H = 108; I = 85

#21 COc1cc(/C=C/c2nnc(-c3cc(-c4ccc(Cl)c(Cl)c4)n[nH]3)o2)cc(OC)c1OC
  A = 113; B = 104; C = 98; D = x; E = 107; F = 113; G = 105; H = 96; I = 91

#22 ClCc1ccccc1CSc1ncnc2c1ncn2Cc1ccccc1CCl
  A = 105; B = 84; C = 92; D = 116; E = 88; F = 96; G = 89; H = 92; I = 96

#23 O=C(Nc1ccc(Cl)cc1F)c1cc(Br)ccc1O
  A = 7.3*; B = 5.8*; C = 4.0*; D = 51; E = 4.8*; F = 4.3*; G = x; H = 7.0*; I = -13*

#24 O=c1oc2ccccc2cc1-c1ccccc1
  A = 90; B = 97; C = 109; D = 125; E = 105; F = 111; G = 102; H = 108; I = 87

#25 COc1ccc(-c2nc3ccccc3n2CC(=O)N=Nc2c(O)[nH]c3ccc(Br)cc23)cc1
  A = 103; B = 52; C = 79; D = 83; E = 58; F = 81; G = 100; H = 79; I = 67

#26 CC(O)COc1ccc(Cl)cc1 (stereo unspecified)
  A = 111; B = 91; C = 112; D = 101; E = 104; F = 104; G = 94; H = 116; I = 104

#27 NC(=O)c1ccc(NC(=O)c2cc3ccccc3o2)cc1
  A = 99; B = 112; C = 94; D = 106; E = 99; F = 105; G = 96; H = 99; I = 89

#28 C=C[C@]1(C)C=C2CC[C@@H]3[C@](C)(CCC[C@@]3(C)C(=O)O)[C@H]2CC1
  A = 129; B = 104; C = 99; D = 120; E = 94; F = 93; G = 99; H = 104; I = x

#29 CC1=C(C(=O)OC(C)C)C(c2cccc(C#N)c2)C(C(=O)OC(C)C)=C(C)N1
  A = 99; B = 87; C = 97; D = 102; E = 90; F = 101; G = 98; H = 90; I = 89

#30 Clc1ccc(CSc2ccc(Cl)cc2)cc1
  A = 102; B = 92; C = 103; D = 99; E = 100; F = 100; G = 95; H = 103; I = 69

#31 O=C(O)C(c1ccccc1)C(Cc1ccccc1)c1ccccc1 (stereo unspecified)
  A = 112; B = 97; C = 97; D = 114; E = 105; F = 108; G = 112; H = 108; I = 106

#32 O=C(Nc1ccccc1)Oc1ccccc1-c1ccccc1
  A = 105; B = 78; C = 98; D = 96; E = 102; F = 100; G = 93; H = 100; I = 84

#33 CC1(C)OC2C(CO[Si](C)(C)C(C)(C)C)OC(n3c(I)c(C#C[Si](C)(C)C)c(=O)[nH]c3=O)C2O1 (stereo unspecified)
  A = 106; B = 71; C = 77; D = 111; E = 93; F = 106; G = 103; H = 83; I = 90

#34 COc1cc(NC(=O)c2cc(O)c(C/C=C(\C)CCC=C(C)C)c(O)c2)cc2c1O[C@]1(C)CC[C@@H](O)C(C)(C)[C@H]1C2
  A = 42; B = 11; C = 25; D = -22*; E = 10; F = 11; G = 38; H = 65; I = 13

#35 COc1ccc(/C=C2\COc3ccc(O)c(O)c3C2=O)c(OC)c1
  A = 74; B = 59; C = 79; D = 107; E = 17; F = 72; G = 92; H = 58; I = -17*

#36 O=C(NCc1ccc2c(c1)OCO2)NCC1CCCC(CNC(=O)NCc2ccc3c(c2)OCO3)C1 (stereo unspecified)
  A = 108; B = 101; C = 100; D = 119; E = 99; F = 101; G = 100; H = 104; I = 89

#37 CC(=O)Nc1ccc(S(=O)(=O)c2ccc([N+](=O)[O-])cc2)cc1
  A = 94; B = 91; C = 101; D = 119; E = 99; F = 112; G = 97; H = 98; I = 86

#38 CCCCN(CCCC)CCCCCCCN1CCCc2cc(OC)ccc21
  A = 96; B = 58; C = 73; D = 67; E = 66; F = 98; G = 103; H = 80; I = 72

#39 CCOC(=O)c1ccc(NCn2nc(-c3cc(-c4ccccc4)nc4ccccc34)n(-c3ccccc3)c2=S)cc1
  A = 101; B = 98; C = 103; D = 116; E = 98; F = 106; G = 105; H = 103; I = 95

#40 Cc1ccc(C2CC(c3cccc(Nc4ccncc4)c3)=Nc3c(N)nc(N)nc3N2)cc1 (stereo unspecified)
  A = 67; B = 22; C = 56; D = 52; E = 40; F = 23; G = 89; H = 101; I = 76

#41 O=C(O)c1ccc(NC2=C(I)C(=O)c3ncccc3C2=O)cc1
  A = 98; B = 109; C = 100; D = 114; E = 103; F = 109; G = 93; H = 103; I = 93

#42 CCCn1ccc(-n2nnc(C(=O)OCC)c2N)n1
  A = 99; B = 101; C = 98; D = 109; E = 97; F = 105; G = 104; H = 105; I = 90

#43 Cc1nn(C)c2ncnc(Nc3ccc(Cl)cc3)c12
  A = 105; B = 99; C = 93; D = 109; E = 101; F = 104; G = 114; H = 106; I = 94

#44 COc1cccc(-c2cc(-c3c[nH]c4ccccc34)nc(N)c2C#N)c1
  A = 94; B = 32; C = 77; D = 62; E = 17; F = 24; G = 75; H = 35; I = 34

#45 O=[N+]([O-])c1ccc(N2CCN(Cc3ccccc3)CC2)c2c1no[n+]2[O-]
  A = 70; B = -86*; C = 13; D = -88*; E = -53*; F = -71*; G = x; H = 24; I = -74*

Reprinted at random: 2 compounds from above
Screens by letter: A = NCI-H322M; B = HCT-116; C = NCI-H23; D = COLO 205; E = HCT-15; F = NCI-H460; G = NCI-H226; H = NCI/ADR-RES; I = NCI-H522
#38 CCCCN(CCCC)CCCCCCCN1CCCc2cc(OC)ccc21
  A = 96; B = 58; C = 73; D = 67; E = 66; F = 98; G = 103; H = 80; I = 72

#37 CC(=O)Nc1ccc(S(=O)(=O)c2ccc([N+](=O)[O-])cc2)cc1
  A = 94; B = 91; C = 101; D = 119; E = 99; F = 112; G = 97; H = 98; I = 86

Additional records
Screens by letter: A = NCI-H322M; B = HCT-116; C = NCI-H23; D = COLO 205; E = HCT-15; F = NCI-H460; G = NCI-H226; H = NCI/ADR-RES; I = NCI-H522
#46 CC1(C)CC(=O)C2=C(C1)N(c1ccc(OC(F)(F)F)cc1)C(N)=C(C#N)C2c1ccc(F)c(Br)c1 (stereo unspecified)
  A = 97; B = 98; C = 99; D = 103; E = 91; F = 100; G = 102; H = 94; I = 84

#47 CC1(C)C(=O)/C(=C\c2ccco2)C[C@]2(C)[C@H]3CC[C@@H]4[C@H]5[C@H](C(=O)/C=C/c6ccco6)CC[C@]5(C(=O)O)CC[C@@]4(C)[C@]3(C)CC[C@@H]12
  A = 84; B = 34; C = 72; D = 30; E = 52; F = 64; G = 69; H = 82; I = 57

#48 Cc1csc[n+]1CC(=O)c1ccc2ccccc2c1
  A = 98; B = 97; C = 101; D = 100; E = 102; F = 110; G = 96; H = 115; I = 101

#49 CCOC(=O)CSCc1nc(N)nc(Nc2ccc(C)cc2)n1
  A = 101; B = 105; C = 93; D = 109; E = 100; F = 104; G = 105; H = 104; I = 98

#50 Nc1ccc(I)cc1Cl
  A = 107; B = 97; C = x; D = 107; E = 107; F = 110; G = 99; H = 123; I = 104

#51 CC(C)(C)n1cc(-c2ccnc(NCCCNS(=O)(=O)c3ccc(C(F)(F)F)cc3)c2)c(-c2ccccc2)n1
  A = 91; B = 57; C = 76; D = 70; E = 53; F = 79; G = 86; H = 88; I = 77

#52 O=C(NCCCl)Nc1nccnc1OCc1ccc(Cl)cc1
  A = 107; B = 107; C = 98; D = x; E = 97; F = x; G = 100; H = 99; I = 88

#53 Brc1ccc(C=Nc2ccc(Nc3ncnc4sc5c(c34)CCN(Cc3ccccc3)C5)cc2)cc1
  A = 97; B = 103; C = 95; D = 118; E = 100; F = 105; G = 91; H = 95; I = 86

#54 CN(C)C1c2cc3ccccc3nc2-c2ccccc2C1(C)C (stereo unspecified)
  A = 89; B = 86; C = 97; D = 102; E = 102; F = 103; G = x; H = 91; I = 74

#55 O=C(/C=C/c1sc(Cl)nc1Cl)c1ccc(Cl)cc1
  A = 99; B = 75; C = 88; D = 95; E = 46; F = 102; G = 87; H = 102; I = 86

Screens deposited in PubChem BioAssay by NCI.
